CAL PDZ FP-1 – untagged CAL PDZ binding inhibitors, primary screen, biochemical, fluorescence polarization, HTS; 0.92% of 300,000 active; purified CAL PDZ, TMR-peptide fluorescence polarization, 1 h; AID 602252, 2012; inhibition, % at 24.9 µM;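 active means mean inhibition of at least 30% with at least half of replicates also reaching 30%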;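 further: 0% = DMSO neutral control and 100% = excess unlabeled competitor peptide PRC23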
CAL PDZ FP-2 – CAL PDZ peptide-binding inhibitors, primary screen, biochemical, fluorescence polarization, Cer-tagged CAL PDZ, HTS; Golgi-associated PDZ and coiled-coil motif-containing protein (Homo sapiens), Q9HD26; purified CAL PDZ, TMR-peptide fluorescence polarization, 1 h; inhibition, % at 20 µM; 0.02% of 330,000 active; AID 504414, 2011;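 active means highest replicate inhibition of at least 40%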;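 further: plate controls were DMSO neutral control wells for no effect and unlabeled competitor peptide control wells for full effect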
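Assay system – tagged CAL PDZ protein CerCALP, purified · Timing – 1 h at RT · Compound – single point, 20 µM · Measured by – fluorescence polarization from S- and P-plane intensities, G-factor corrected · Evaluation – inhibition from polarization loss · Probe or stimulus – TMR reporter peptide T*-PRC34 · Buffer or medium – pH 7.4 phosphate-saline buffer, reducing agent, detergent, IgG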
Arrestin-AP2 inh – inhibitors of beta-arrestin/AP2 binding, primary screen, biochemical, GPCR trafficking, flow cytometry; 0.31% of 340,000 active; inhibition, % at 10 µM; AID 504490, 2011; FITC-arrestin peptide / GST-AP2 beads; AP2 beta2 appendage carries R879A mutation; beta-arrestin 1 C-terminal peptide binding to AP2 beta2-adaptin appendage (human);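 active means inhibition above a set limit, near 3 SD of compounds lacking own fluorescence, cut at about 54% in these data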;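 further: plate controls were DMSO wells for no effect and 5 µM unlabelled arrestin peptide for full effect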
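Assay system: GST-AP2 R879A bound to glutathione beads, E. coli-expressed; Medium: PBS with 0.05% Tween 20 and 0.1% BSA; Also added: fluorescein-tagged arrestin peptide at 50 nM final; Timing: 12 min plus 1 h, RT; Measured by: flow cytometry, FL1 (488/535 nm); Evaluation: percent drop in bead-associated FITC signal.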
V-ATPase pHluor – regulators of yeast V-ATPase proton pumping, primary screen, pHLuorin cytosolic pH fluorescence; S. cerevisiae; AID 504577, 2011; response, % at 10 µM; 0.37% of 350,000 active; in the data active means response mostly above about 7.3%, no sharp cut-off; inactive means mostly below about 5.4%; further: actives read high; inactives centre near 0; some compounds called inactive have numbers as strong as hits; reference of the scale not given here
C-LANA FP – inhibitors of KSHV C-LANA binding to DNA, primary screen, biochemical, fluorescence polarization, FAM-LBS DNA, MBP-C-LANA, single point; inhibition, % at 9 µM; Kaposi's sarcoma herpesvirus LANA C-terminal domain (residues 932-1162) DNA binding; 0.078% of 340,000 active;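 active means highest replicate inhibition at or above 60% at 9 µM, even if other replicates fall short; inactive means all replicates below 60% inhibition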;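 further: 0% = neutral control wells and 100% = 4 µM acridine orange control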
Keap1-Nrf2 PPI – Keap1-Nrf2 protein-protein interaction inhibitors, primary screen, biochemical, fluorescence polarization, single point; Kelch-like ECH-associated protein 1 (Homo sapiens), Q14145; Keap1 Kelch-Nrf2 peptide fluorescence polarization, 1536-well; inhibition, % at 9.4 µM; 0.15% of 340,000 active; AID 504523, 2011; in the data active means inhibition above about 12%;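 further: human Keap1 Kelch domain with fluorescein labeled Nrf2 9mer peptide probe; 0% = neutral control wells and 100% = peptide positive control; higher means more block of Keap1 binding to Nrf2 peptide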
DAGLB inhibitor – DAGLB lipase inhibitors, primary screen, biochemical, fluorescence, HTS. inhibition, % at 5.17 µM. 0.059% of 340,000 active. AID 504411, 2011. HEK293T DAGLB membrane lysate, EnzChek fluorogenic substrate; in the data active means inhibition above about 34%;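 further: 0% = enzyme with vehicle and 100% = wells lacking enzyme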
Pemphigus Ab inh – inhibitors of pemphigus antibody binding to DSG3, primary screen, biochemical, bead-based, flow cytometry, scFv-GFP; DSG3-coupled beads, scFv-anti-DSG3-GFP binding; active compounds read low; Desmoglein-3 (Homo sapiens), P32926; 0.48% of 310,000 active; binding (percent of control), % at 10 µM;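 active means binding more than 3 SD below its plate's average and above zero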;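 further: hits lower antibody fragment binding to DSG3; some compounds called inactive have numbers as strong as hits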
NSD2 inh – NSD2 histone methyltransferase inhibitors, primary screen, biochemical, AlphaScreen, single concentration, set 2; NSD2 peptide methylation, 120 min; inhibition, % at 12.5 µM; 0.54% of 310,000 active; AID 743445, 2014; in the data active means inhibition above about 50%
Target sequence (O96028 whole entry, looked up): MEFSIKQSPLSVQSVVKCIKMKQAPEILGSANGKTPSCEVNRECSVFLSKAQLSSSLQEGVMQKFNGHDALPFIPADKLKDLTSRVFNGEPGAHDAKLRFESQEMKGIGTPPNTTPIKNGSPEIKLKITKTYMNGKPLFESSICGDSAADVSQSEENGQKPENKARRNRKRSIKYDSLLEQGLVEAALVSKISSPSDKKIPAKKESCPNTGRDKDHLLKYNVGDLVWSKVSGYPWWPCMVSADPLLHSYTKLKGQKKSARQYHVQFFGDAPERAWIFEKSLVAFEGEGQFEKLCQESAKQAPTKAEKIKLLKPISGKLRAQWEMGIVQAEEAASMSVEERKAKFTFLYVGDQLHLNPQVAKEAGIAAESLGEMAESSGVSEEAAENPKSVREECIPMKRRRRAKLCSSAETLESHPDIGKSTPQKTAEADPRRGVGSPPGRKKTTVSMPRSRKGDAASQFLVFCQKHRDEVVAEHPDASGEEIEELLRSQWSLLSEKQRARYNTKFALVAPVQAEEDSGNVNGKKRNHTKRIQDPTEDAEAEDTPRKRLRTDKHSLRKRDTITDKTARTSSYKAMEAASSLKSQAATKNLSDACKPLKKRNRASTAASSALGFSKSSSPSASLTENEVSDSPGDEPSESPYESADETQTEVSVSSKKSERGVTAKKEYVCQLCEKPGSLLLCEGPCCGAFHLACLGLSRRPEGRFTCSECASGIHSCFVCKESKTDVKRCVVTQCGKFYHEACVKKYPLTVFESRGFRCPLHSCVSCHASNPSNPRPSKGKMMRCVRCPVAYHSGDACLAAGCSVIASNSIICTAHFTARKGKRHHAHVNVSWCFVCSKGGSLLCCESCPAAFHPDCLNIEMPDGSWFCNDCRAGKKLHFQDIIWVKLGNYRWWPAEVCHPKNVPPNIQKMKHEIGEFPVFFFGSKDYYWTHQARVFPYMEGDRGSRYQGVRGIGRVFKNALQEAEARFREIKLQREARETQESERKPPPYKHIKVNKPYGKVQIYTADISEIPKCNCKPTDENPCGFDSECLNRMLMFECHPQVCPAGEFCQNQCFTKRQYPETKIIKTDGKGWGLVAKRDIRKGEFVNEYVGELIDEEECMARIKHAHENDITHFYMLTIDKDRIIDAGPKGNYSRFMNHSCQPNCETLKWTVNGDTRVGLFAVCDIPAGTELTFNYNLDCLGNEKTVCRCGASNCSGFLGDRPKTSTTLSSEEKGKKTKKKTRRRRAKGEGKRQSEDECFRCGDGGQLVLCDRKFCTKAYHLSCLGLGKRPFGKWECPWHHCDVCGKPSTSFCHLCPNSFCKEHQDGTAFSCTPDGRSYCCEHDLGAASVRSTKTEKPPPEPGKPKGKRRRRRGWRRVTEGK
RTF Ca sens inh – cardiac RTF calcium sensitivity inhibitors, primary screen, biochemical, IANBD-TnC fluorescence, EC70 calcium. Troponin I, cardiac muscle (Homo sapiens) + Troponin T, cardiac muscle (Homo sapiens) + …. IANBD-labeled cardiac RTF, Ca2+ fluorescence. inhibition, % at 7.15 µM. 0.12% of 340,000 active;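 active means inhibition above the mean inhibition of all tested compounds plus 3 SD, cut at about 17% in these data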;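 further: assay run at fixed EC70 calcium of 1.6 mM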
Active calls of the source: *; nt = not tested or not shown. A portion of the library, so the mix of outcomes need not match the whole.

SMILES	CAL PDZ FP-1	CAL PDZ FP-2	Arrestin-AP2 inh	V-ATPase pHluor	C-LANA FP	Keap1-Nrf2 PPI	DAGLB inhibitor	Pemphigus Ab inh	NSD2 inh	RTF Ca sens inh
Nc1nnc(SCc2ccccc2Cl)s1	-3	-3.2	0	-1	-1.3	0	-3	nt	7	-7
Cc1cccc(OCC(=O)O/N=C(\N)Cc2ccc(Cl)cc2)c1	nt	0.1	24	-3	-0.4	1	-15	100	-5	-8
Cc1ccc(NC(=O)N2CCCC(c3nc(-c4ccc(F)cc4)no3)C2)cc1 (configuration not stated)	-6	-0.6	-7	-2	-0.8	-3	-7	106	-3	5
O=C(c1ccc(Br)o1)N1CCN(c2ccccc2F)CC1	-2	0.1	8	3	-0.2	-1	-15	98	1	-6
COc1ccc(/C=N/NS(=O)(=O)c2ccc(C)cc2)cc1OC(=O)c1ccccc1	nt	0.8	-6	-5	0.7	-7	-3	115	2	-11
Cc1cccc(/C=N/c2sc3c(c2C(=O)OC(C)(C)C)CCN(C)C3)c1O	-1	-0.9	2	2	-0.2	-1	2	97	5	-11
CC1CCCCN1C(=O)COC(=O)/C=C/c1ccc2ccccc2n1 (configuration not stated)	-2	-3.0	9	-1	-0.2	4	3	110	-6	0
CCOC(=O)C1=C(COC(=O)CNC(=O)c2ccc(Cl)cc2Cl)NC(=O)NC1C (configuration not stated)	-4	-3.0	-5	-2	-1.1	-3	1	102	-1	-9
CC(c1ccco1)N(C(=O)c1cccc(Br)c1)c1ccccn1 (configuration not stated)	-5	-3.3	3	-8	-0.4	-3	-2	115	8	6
Cc1cccnc1NC(=O)c1ccccc1NC(=O)C(C)(C)C	-3	-1.4	-4	1	0.4	-2	-1	102	0	-4
CCOc1ccc(N(CC(=O)N/N=C/c2cccnc2)S(C)(=O)=O)cc1	-2	-2.8	-9	-3	-0.5	-9	-2	96	-2	-15
CCOc1ccc(NC(=O)CN(C)C(=O)c2ccccc2SCc2c(C)noc2C)cc1OCC	-4	-2.0	2	2	-0.4	-1	0	nt	1	-7
CCOC(=O)CC(NC(=O)CCc1c(C)nc2nc(C)nn2c1C)c1ccc(C)cc1 (configuration not stated)	-3	-2.8	10	4	0.5	0	-2	85	11	3
CC(C(=O)OCC(=O)N(C)C1(C#N)CCCCC1)N1C(=O)c2ccccc2C1=O (configuration not stated)	-4	0.0	-2	-1	2.2	-1	-1	nt	-1	-6
Cc1ccc(S(=O)(=O)CC(=O)Nc2nc(C(C)(C)C)cs2)cc1	-7	-2.1	-5	2	0.7	-3	-3	98	3	4
CC(C)[C@H](NC(=O)c1ccccc1)C(=O)OCC(=O)N1CCCc2ccccc21	1	-2.9	15	0	0.3	-5	-4	103	3	3
COC(=O)Cc1ccc(N(Cc2ccccc2F)S(=O)(=O)c2ccc(C)cc2)cc1	-1	-1.3	-5	1	0.7	-5	-8	101	0	-12
CCc1c(C)nc2ncnn2c1N1CCCC(C(=O)NCc2ccc3c(c2)OCO3)C1 (configuration not stated)	-2	-0.1	2	1	-0.1	-3	-3	97	-2	-14
CC(=O)O[C@H]1CC(=O)OC(C)(C)C2CC(=O)[C@]3(C)C(CC[C@@](C)([C@@H](O[C@@H]4O[C@H](CO)[C@@H](O)[C@H](O)[C@H]4O)c4ccoc4)[C@@]34O[C@@H]4C(=O)O)[C@]21C (some centres not stated)	5	-0.8	0	-1	5.5	-7	1	101	nt	-3
O=C(COC(=O)/C=C/c1cccc(C(F)(F)F)c1)Nc1cccc(S(=O)(=O)NC2=NCCC2)c1	nt	nt	nt	1	nt	nt	0	103	-4	nt
Cn1c(=O)c2cn(Cc3ccc(Cl)cc3)cc2n(C)c1=O	-4	-2.2	-2	0	1.1	4	-1	108	-1	-6
C[C@]12CCC(=O)CC1CCC1C2CC[C@@]2(C)C1CC[C@@]21CCO1 (some centres not stated)	13	-1.4	-3	0	1.3	-7	-9	102	0	-2
C[C@@H]1CN([C@H](C)CO)C(=O)c2cccc(NC(=O)c3ccncc3)c2O[C@@H]1CN(C)Cc1ccc(C(=O)O)cc1	-3	0.2	0	3	1.1	-2	1	102	nt	0
CCOC(=O)N1CCN(C(=O)c2c[nH]c3ccc(S(=O)(=O)N(C)c4cccc(C)c4)cc3c2=O)CC1	nt	0.1	15	1	-0.7	0	-1	103	0	-8
O=C(COc1ccccc1)Nc1ccc(N2CCCCC2)cc1	24	-0.8	25	-1	-3.3	-3	-11	116	0	-15
COC(=O)c1ccc(C(=O)N2CCCC(N3CCN(c4ccc(F)cc4)CC3)C2)nc1 (configuration not stated)	-1	-0.5	4	-3	-0.3	3	-1	104	-5	-9
C=Cc1ccc(Cn2c(=O)n(C)c(=O)c3sccc32)cc1	0	-0.7	10	2	-2.3	-3	-3	105	1	-4
CC(C)(C)NS(=O)(=O)c1ccc(NC(=O)C(Sc2ccccc2)c2ccccc2)cc1 (configuration not stated)	0	-0.1	23	2	-0.7	-4	-1	100	-1	-4
CCOC(=O)N1CCC(=NNC(=O)c2cc3ccccc3cc2O)CC1	nt	-4.3	13	-6	0.4	3	-1	116	14	0
CN(C(=O)c1ccc2c(c1)OCO2)C1CCCCC1	4	-2.4	45	0	2.1	-2	3	nt	nt	-12
COc1ccc(Nc2nc(C)nc3sc4c(c23)CCC4)cc1O	4	-0.3	9	-2	-0.4	-3	nt	97	1	nt
CC(C)=NOc1nc(N(C)C)nc(N2CCOCC2)n1	nt	nt	8	-1	nt	nt	nt	117	-3	nt
COc1ccc(Cl)cc1NC(=O)COC(=O)CCc1cc(OC)c(OC)c(OC)c1	nt	-0.1	30	1	0.4	0	-2	114	-7	1
O=C(CN1CCCc2ccccc21)NC(=O)NC1CCCCC1	82*	-0.8	6	-3	-2.0	-2	1	118	3	0
O=C1NC(c2ccccc2)N=C2Oc3ccccc3C=C12 (configuration not stated)	0	0.0	30	-1	-0.9	-5	1	98	-1	-9
COc1cccc(C(=O)Nc2ccccc2F)c1	-4	-0.2	-7	-2	0.3	-2	-1	98	-2	-6
COc1cc(C(=O)NC(=S)N2CCCCCC2)cc(OC)c1OC	1	-1.0	-7	-4	1.1	-1	1	117	-3	-6
COc1ccc(-n2c(CCc3ccccc3)nnc2SCC(=O)NCc2ccccc2)cc1	0	-1.4	21	-1	0.3	0	1	75	-1	0
COC(=O)c1ccccc1NC(=O)C1CC=CCC1C(=O)O (configuration not stated)	-20	0.8	8	3	0.2	-3	2	109	10	-12
Cn1cnnc1SCC(=O)NN1C(=O)NC(C)(c2ccccc2)C1=O (configuration not stated)	-1	-2.5	7	0	-0.3	2	-3	101	-4	-10
COc1ccc(CCN2CC(C(=O)NCCN3CCOC3=O)CCC2=O)cc1 (configuration not stated)	0	-1.8	-6	-2	-1.3	1	3	100	18	1
O=C(NC1CC(=O)N(c2ccc3c(c2)OCCO3)C1)N1CCCCC1 (configuration not stated)	nt	0.1	-16	3	0.0	2	6	94	2	-10
CCCC(=O)Nc1ccc(C)c(O)c1	-6	1.7	15	-1	2.5	-4	-2	105	-1	2
O=C(Nc1ccc(Br)cn1)c1ccc([N+](=O)[O-])o1	0	-2.3	-6	0	0.7	-3	2	89	10	-9
O=C(NCc1nnnn1-c1ccc(F)c(F)c1)c1ccc2ccccc2c1	nt	-0.3	-1	-5	-1.8	-5	-4	102	-1	-10

Two of the compounds above, with two lines to a compound:
Order of results: CAL PDZ FP-1	CAL PDZ FP-2	Arrestin-AP2 inh	V-ATPase pHluor	C-LANA FP	Keap1-Nrf2 PPI	DAGLB inhibitor	Pemphigus Ab inh	NSD2 inh	RTF Ca sens inh
Cn1cnnc1SCC(=O)NN1C(=O)NC(C)(c2ccccc2)C1=O (configuration not stated)
→ -1	-2.5	7	0	-0.3	2	-3	101	-4	-10
COc1ccc(CCN2CC(C(=O)NCCN3CCOC3=O)CCC2=O)cc1 (configuration not stated)
→ 0	-1.8	-6	-2	-1.3	1	3	100	18	1

Following part.
SMILES	CAL PDZ FP-1	CAL PDZ FP-2	Arrestin-AP2 inh	V-ATPase pHluor	C-LANA FP	Keap1-Nrf2 PPI	DAGLB inhibitor	Pemphigus Ab inh	NSD2 inh	RTF Ca sens inh
NNC(=O)COc1ccc(C(F)(F)F)cc1	1	-2.1	-7	-3	-0.1	-2	0	84	0	-14
COc1ccccc1NC(=O)CSc1nnnn1-c1ccc(F)cc1	0	-0.6	14	0	1.9	-3	-3	117	0	-3
Clc1ccc2nc(N3CCCCC3)sc2c1	1	-2.4	4	-3	-2.2	-5	-5	108	-4	-4
O=C(CCc1nnc(CCCCc2ccccc2)o1)NCCN1CCOC1=O	-3	-3.3	7	-1	-3.0	-2	0	99	0	5
CCCc1ccc(OCCNC(=O)C2CCCCC2)cc1	-3	-2.0	-1	-3	-0.8	7	-1	105	-2	-3
Brc1ccc(-c2cn3ccccc3n2)s1	-3	-1.2	-3	-2	5.5	6	-3	108	0	-8
O=c1[nH]c(C2CCN(S(=O)(=O)c3ccc4c(c3)OCCO4)CC2)nc2c1nnn2Cc1ccc(F)cc1	-4	-4.1	-4	1	-1.2	-1	4	87	-4	4
Cn1c(=O)oc2cc(S(=O)(=O)N3CCC(C(=O)N4CC=C(c5ccccc5)CC4)CC3)ccc21	nt	-1.6	29	-3	-0.4	1	3	109	nt	-8
CN(C)CCNC(=O)C(=O)c1c(-c2ccccc2)cc2ccccn12	-10	-0.9	-2	0	0.6	2	0	102	1	-5
COC(=O)c1[nH]c2ccc(F)cc2c1NS(=O)(=O)c1ccc(F)c(C)c1	-1	-0.8	7	1	-2.5	0	0	102	-3	5
CSc1nc2ccc(NC(=O)c3ccc(=O)n(C)n3)cc2s1	-4	-4.5	3	2	-1.5	-2	0	87	0	-3
COc1ccc(C)cc1N(CC(=O)Nc1ccc(S(=O)(=O)N2CCCC2)cc1)S(C)(=O)=O	-7	-3.5	20	1	1.8	-5	-2	101	0	-1
CC12CCC(=O)N1C(C(=O)Nc1nnc(SCc3ccccc3)s1)CS2 (configuration not stated)	-1	-2.8	-1	-2	-0.2	-8	2	104	5	1

Compound activity deposited in PubChem BioAssay by several laboratories.
